# influenza NS1A: NS1A inhibition, H1N1 influenza, cell based functional assay (AID 504329) | NS1A functional cell-based assay, percent inhibition; higher % means a stronger effect | inhibition, % at 12.5 µM, or IC50 in µM where a hit was titrated | actives 0.3% (n = 340,000); in the data active means a potency from the dose series; inconclusive means inhibition above about 27% without an active follow-up result; further: strong numbers were not always called active
# M. tuberculosis HTS: M. tuberculosis growth inhibition, HTS (AID 449762) | M. tuberculosis H37Rv growth inhibition, 7H9 media; higher % means a stronger effect | inhibition, % at 25 µM, or IC50 in µM where a hit was titrated | actives 0.59% (n = 330,000); in the data active means a potency from the dose series; inconclusive means inhibition above about 70% without an active follow-up result;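 further: bacterial growth assessed after seven days of incubation; strong numbers were not always called active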
# inhibitors of VEEV: inhibitors of VEEV TC-83 cytopathic effect, confirmation, Vero cells (AID 588727); Vero cells, VEEV TC-83 cytopathic effect inhibition; higher % means a stronger effect; inhibition, % at 20 µM; hits with a dose series show IC50 in µM; actives 0.13% (n = 350,000); in the data active means a potency from the dose series; inconclusive means inhibition mostly from about 14% at the one dose, without a potency; inactive means the rest, 99 in 100 with inhibition below about 12%; further: strong numbers were not always called active
# Salmonella PhoP GFP: PhoP regulon inhibitors, Salmonella typhi PhoP promoter GFP reporter, confirmatory (AID 1850). Salmonella Typhi PhoP-promoter GFP reporter, fluorescence, 4 h; higher % means a stronger effect. inhibition, % at 50 µM; hits with a dose series show IC50 in µM. actives 0.33% (n = 310,000); in the data active means a potency from the dose series; inconclusive means inhibition mostly from about 25% at the one dose, without a potency; inactive means the rest, 99 in 100 with inhibition below about 19%;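 further: 0% = induced wells with vehicle and 100% = uninduced wells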
# tuberculosis growth: growth inhibition of non-replicating M. tuberculosis (AID 488890); actives 0.39% (n = 320,000); inhibition, % at 25 µM, or IC50 in µM where a hit was titrated; Mycobacterium tuberculosis non-replicating, growth inhibition; higher % means a stronger effect; in the data active means a potency from the dose series; inconclusive means inhibition mostly from about 82% at the one dose, without a potency; inactive means the rest, 99 in 100 with inhibition below about 76%;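 further: plate controls were DMSO cells for no effect and high antibiotic wells for full effect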
# Starred values were filed as active, the others as inactive; i = inactive; ? = inconclusive; / = not tested or not shown.
# Letters: A = influenza NS1A; B = M. tuberculosis HTS; C = inhibitors of VEEV; D = Salmonella PhoP GFP; E = tuberculosis growth
SMILES: O=C(Nc1cccnc1)OCc1ccccc1
  A: -1% | B: 5% | C: 0.6% | D: -4% | E: -7%
SMILES: COc1cc(/C=C/C(=O)N(C)CC(=O)Nc2ccccc2Br)cc2c1OCCO2
  A: -9% | B: -4% | C: 7.9% | D: / | E: 14%
SMILES: O=S(=O)(Nc1nccs1)c1ccc(F)cc1
  A: 3% | B: 4% | C: 1.2% | D: -17% | E: 6%
SMILES: CC(C)(C)N(Cc1ccccc1)C(=O)COC(=O)c1ccc(S(=O)(=O)N2CCOCC2)cc1
  A: -3% | B: -1% | C: i | D: / | E: 23%
SMILES: O=C(O)CSc1nnc(-c2ccco2)o1
  A: 1% | B: -4% | C: 0.2% | D: -6% | E: -9%
SMILES: CCN1CCC(O)(C#Cc2ccccc2)CC1
  A: 14% | B: 1% | C: i | D: 4% | E: -6%
SMILES: COc1cccc(CNC(=O)CCC(=O)N2CCSc3ccccc32)c1OC
  A: 22% | B: -10% | C: 1.5% | D: -8% | E: -10%
SMILES: Cc1cccc(N2C(=O)N3[C@@H]4c5ccccc5OC[C@@H]4[C@@H](c4ccccc4)[C@@]3(C)C2=O)c1
  A: 24% | B: -2% | C: 0.0% | D: 7% | E: 14%
SMILES: Cc1ccccc1NS(=O)(=O)c1ccc(OCC(=O)NCc2ccco2)cc1
  A: -1% | B: 6% | C: 6.1% | D: -3% | E: 14%
SMILES: Cc1nc(SCc2ccccc2)n[nH]1
  A: -2% | B: 5% | C: i | D: -1% | E: 7%
SMILES: COc1cc2c(cc1OC)C(Cc1ccc(O)c(Oc3ccc(C[C@H]4c5cc(OC)c(OC)cc5CCN4C)cc3)c1)N(C)CC2 (some centres undefined)
  A: / | B: 14% | C: / | D: / | E: 60%
SMILES: CCN1CCN(c2nc3c(c(=O)[nH]c(=O)n3C)n2Cc2ccccc2)CC1
  A: 7% | B: -1% | C: 0.1% | D: 7% | E: -9%
SMILES: C[C@@H](NC(=O)[C@@H]1Cc2ccccc2CN1)C(=O)Nc1ccc2c(c1)OCCO2
  A: 5% | B: 8% | C: i | D: -5% | E: -12%
SMILES: CSc1ccccc1NC(=O)CN(C)CC(=O)Nc1cc(C)ccc1C
  A: -10% | B: -1% | C: 1.7% | D: -8% | E: -18%
SMILES: COP(=O)(/C=C/c1ccccc1)C(O)c1ccc(F)cc1 (centres undefined)
  A: 5% | B: -7% | C: 5.8% | D: -8% | E: -8%
SMILES: CCCN(C(=O)CSc1nc2cc(S(=O)(=O)N(CC)CC)ccc2o1)C1CCS(=O)(=O)C1 (centres undefined)
  A: -12% | B: -4% | C: 8.4% | D: -7% | E: 11%
SMILES: O=C(CN1CCCC1)Nc1ccc(-c2nc3cc(NC(=O)CN4CCCC4)ccc3o2)cc1
  A: 6% | B: / | C: ? | D: 18% | E: 30%
SMILES: COCCn1c(-c2ccc(OC)cc2)nc2ccccc21
  A: 2% | B: 2% | C: 2.0% | D: 0% | E: 3%
SMILES: O=C(Nc1ccc(F)cc1)c1ccccc1Oc1ccc(C(F)(F)F)cc1[N+](=O)[O-]
  A: 1% | B: -1% | C: i | D: -7% | E: 35%
SMILES: Nc1[nH]n(-c2ccccc2)c(=O)c1N=Nc1ccccc1[N+](=O)[O-]
  A: 11% | B: -10% | C: 2.1% | D: -2% | E: 1%
SMILES: COc1ccc(OC)c(N(CC(=O)NCc2ccccc2)S(=O)(=O)c2ccc(OC)c(OC)c2)c1
  A: -4% | B: -3% | C: 9.8% | D: 6% | E: -6%
SMILES: CN1CCCN=C1/C=C/c1cccs1
  A: -9% | B: 4% | C: 0.1% | D: -5% | E: -10%
SMILES: CCOc1ccc(S(=O)(=O)N/N=C(\C)C2CCCCC2)cc1
  A: -8% | B: -4% | C: i | D: -3% | E: -10%
SMILES: O=C(Oc1cc(-c2ccccc2)no1)c1cccc(C(F)(F)F)c1
  A: 9% | B: 3% | C: 1.1% | D: 10% | E: -6%
SMILES: CCC(=O)N(CCC(Cc1ccccc1)c1ccc2c(c1)OCO2)Cc1ccccc1F (centres undefined)
  A: 8% | B: -1% | C: 3.8% | D: 7% | E: -9%

# 2 entries from above, with tabs:
compound	influenza NS1A	M. tuberculosis HTS	inhibitors of VEEV	Salmonella PhoP GFP	tuberculosis growth
O=C(Nc1ccc(F)cc1)c1ccccc1Oc1ccc(C(F)(F)F)cc1[N+](=O)[O-]	1%	-1%	i	-7%	35%
CCN1CCC(O)(C#Cc2ccccc2)CC1	14%	1%	i	4%	-6%

# Later entries.
# Letters: A = influenza NS1A; B = M. tuberculosis HTS; C = inhibitors of VEEV; D = Salmonella PhoP GFP; E = tuberculosis growth
SMILES: CCCCN(C(=O)C1CC(=O)N(c2ccc3c(c2)OCCO3)C1)c1c(N)n(CC(C)C)c(=O)[nH]c1=O (centres undefined)
  A: -4% | B: / | C: 5.6% | D: / | E: /
SMILES: Cc1ccc(OCc2cc(C(=O)N(C)Cc3cnn(-c4ccccc4C)c3)no2)cn1
  A: -2% | B: -9% | C: 2.1% | D: -4% | E: 11%
SMILES: C/C=C\C=C\C(=O)N1CC2(CC(c3cccc(NC(=O)CC(c4ccccc4)c4ccccc4)c3)=NO2)C[C@H]1C(N)=O (some centres undefined)
  A: 2% | B: ? | C: 0.6% | D: 6% | E: 76%
SMILES: O=C(Nc1ccc2c(c1)OCCO2)c1cc(-c2ccccn2)nc2ccc(Br)cc12
  A: -4% | B: 2% | C: 0.9% | D: 13% | E: 3%
SMILES: COc1ccc(C(=O)COC(=O)c2ccc([N+](=O)[O-])s2)cc1OC
  A: -2% | B: ? | C: 8.0% | D: / | E: 2.8µM*
SMILES: CCC(/C=N/NC(=O)CCCCC(=O)N/N=C/C(CC)CC)CC
  A: -3% | B: -5% | C: 0.7% | D: 2% | E: -14%
SMILES: COc1cccc(C2=NN(C(C)=O)C(c3cccs3)C2)c1 (centres undefined)
  A: -3% | B: -5% | C: 1.4% | D: 6% | E: 8%
SMILES: COc1ccc(CCNC(=O)C2CC(c3ccccc3C(F)(F)F)=NO2)cc1 (centres undefined)
  A: -3% | B: 4% | C: 0.5% | D: -15% | E: 10%
SMILES: CCOC(=O)C(/C(N)=N/C(=O)Nc1ccccc1)=C(\C)O
  A: -15% | B: -3% | C: i | D: 9% | E: -24%
SMILES: CCOc1ccc(NC(=O)CN(C)C(=O)CCC2CCCCC2)cc1OCC
  A: -10% | B: -4% | C: 2.6% | D: / | E: 32%
SMILES: O=C(O)CCCC(=O)Nc1nncs1
  A: 0% | B: 2% | C: 0.3% | D: -2% | E: 5%
SMILES: Nc1nonc1C(=O)N/N=C/c1ccc(Br)o1
  A: -15% | B: 2% | C: 10.0% | D: -8% | E: /
SMILES: CS(=O)(=O)N(CC(=O)N1CCc2ccccc2C1)c1ccccc1Br
  A: -11% | B: -3% | C: 0.4% | D: 3% | E: 0%
SMILES: Cc1c(C(=O)N2CCCCCC2)nnn1-c1nonc1N
  A: -18% | B: -10% | C: 0.3% | D: -10% | E: 26%
SMILES: CC(=O)c1c(C)nc(-c2ccccc2)nc1N
  A: -7% | B: -5% | C: 0.9% | D: 8% | E: 5%
SMILES: Cc1ccc(NS(=O)(=O)c2c(C)[nH]c(C)c2C(=O)N2CCCCC2)c(Br)c1
  A: -2% | B: -9% | C: 0.6% | D: 4% | E: 3%
SMILES: O=C(O)COc1ccccc1/C=N/NC(=O)c1cc(-c2ccc(Cl)cc2)nc2ccccc12
  A: 5% | B: 3% | C: 1.4% | D: 7% | E: 9%
SMILES: Cn1c(SCCOc2ccccc2F)nc2ccccc2c1=O
  A: -8% | B: 10% | C: 6.5% | D: 10% | E: 73%
SMILES: CCN1/C(=C2\C(=O)N(C)C(=S)N2C)C=Cc2cc(C)ccc21
  A: 23% | B: 18% | C: 0.1% | D: -14% | E: 15%
SMILES: CCN1CCN(C(=O)c2cn(CC)c3ccc(S(=O)(=O)N(C)C)cc3c2=O)CC1
  A: 3% | B: -7% | C: i | D: -8% | E: 15%
SMILES: Cc1cccc(N2CCN(C(=O)CNC(=O)c3ccccc3)CC2)c1C
  A: -7% | B: -2% | C: 1.2% | D: 3% | E: 6%
SMILES: COc1ccc(NC(=O)CCC(=O)N2CCOCC2)c([N+](=O)[O-])c1
  A: -12% | B: -8% | C: 0.9% | D: -7% | E: -6%
SMILES: O=C(CNS(=O)(=O)c1ccc(F)cc1)N1CCOCC1
  A: 7% | B: 0% | C: 0.4% | D: 12% | E: -7%
SMILES: CCN(CC(=O)NCc1ccc(F)cc1)S(=O)(=O)c1ccc(Cl)s1
  A: -18% | B: -5% | C: 6.8% | D: / | E: 19%
SMILES: Cc1ccc(C)c(N(CC(=O)N2CCCC2)S(C)(=O)=O)c1
  A: -6% | B: -10% | C: 1.1% | D: -1% | E: -1%
SMILES: CCN(CC)CCNc1ccc(C)c2sc3ccc(O)cc3c(=O)c12
  A: 20µM* | B: / | C: i | D: / | E: /
SMILES: O=C(Nc1ccc(F)cc1)C1CCCN1S(=O)(=O)c1ccc(Br)cc1 (centres undefined)
  A: 4% | B: -2% | C: 1.9% | D: -6% | E: 3%
SMILES: COc1cc2nc(CN(C)Cc3ccc(OC)c(OC)c3OC)[nH]c(=O)c2cc1OC
  A: -5% | B: 0% | C: 2.3% | D: 9% | E: -11%
SMILES: CC(=O)Nc1ccc(S(=O)(=O)N2CCC(NC(=O)C(Cc3ccccc3F)NC(C)=O)CC2)cc1 (centres undefined)
  A: -9% | B: / | C: 1.0% | D: / | E: /
SMILES: Nc1ccc(Br)cc1-c1nc2ccccc2[nH]c1=O
  A: 2% | B: 1% | C: i | D: 4% | E: 0%
SMILES: O=C(c1ccc(S(=O)(=O)N2CCCCCC2)cc1)N1CCN(c2ccccc2)CC1
  A: 1% | B: -2% | C: i | D: 0% | E: -5%
SMILES: O=C(CN1C(=O)NC2(CCCC2)C1=O)Nc1nc2ccc(F)cc2s1
  A: -3% | B: -7% | C: 7.5% | D: -7% | E: 10%
SMILES: COc1ccc(OC)c(CCNC(=O)c2sc3nc4n(c(=O)c3c2C)CCC4)c1
  A: -2% | B: -4% | C: i | D: 4% | E: 6%
SMILES: O=C1CCCc2c1cc(C(=O)NC1CCSC1=O)c(=O)n2-c1ccccc1 (centres undefined)
  A: -3% | B: -12% | C: 1.4% | D: 1% | E: 2%
SMILES: COC(=O)c1ccc(S(=O)(=O)N2CCc3ccccc32)cc1
  A: -8% | B: 1% | C: 0.8% | D: -2% | E: 39%
SMILES: CC(=O)Nc1cc(-c2ccccc2)ccc1O
  A: -5% | B: 0% | C: 1.1% | D: 14% | E: 19%
SMILES: COc1cc2c(cc1C1C(C#N)=C(N)OC3=C1C(=O)CC(C)(C)C3)OCO2 (centres undefined)
  A: -1% | B: -23% | C: 0.7% | D: 0% | E: 74%
SMILES: O=C(NNc1ccc(C2CCCCC2)cc1)C(O)(c1ccccc1)c1cccs1 (centres undefined)
  A: 4% | B: 29% | C: 2.7% | D: 2% | E: 47%
SMILES: CNC(=S)N(CCc1ccc(OC)c(OC)c1)C1CC(=O)N(c2ccccc2)C1=O (centres undefined)
  A: 10% | B: 9% | C: 5.1% | D: -13% | E: 17%
SMILES: COc1ccc(C)cc1NC(=O)C(C)N(c1ccc(C)cc1)S(C)(=O)=O (centres undefined)
  A: 3% | B: 2% | C: 1.5% | D: -2% | E: 2%
SMILES: CCOC(=O)c1c(C)c(C(=O)NC2CCCCC2)c(C)n1CC
  A: -1% | B: / | C: 1.4% | D: / | E: /
SMILES: C#CCN1[C@@H]2CCN(C2)c2cc(Br)ccc2S1(=O)=O
  A: -12% | B: / | C: 0.8% | D: / | E: /
SMILES: Cc1ccccc1OCC(=O)N1CCc2ccccc2C1
  A: -2% | B: 0% | C: 0.3% | D: -5% | E: 72%

# Profiles, quoted from the list.
# Results for `COc1cc2nc(CN(C)Cc3ccc(OC)c(OC)c3OC)[nH]c(=O)c2cc1OC` → influenza NS1A: -5%; M. tuberculosis HTS: 0%; inhibitors of VEEV: 2.3%; Salmonella PhoP GFP: 9%; tuberculosis growth: -11%
# Results for `CCOC(=O)c1c(C)c(C(=O)NC2CCCCC2)c(C)n1CC` → influenza NS1A: -1%; M. tuberculosis HTS: /; inhibitors of VEEV: 1.4%; Salmonella PhoP GFP: /; tuberculosis growth: /
# Results for `CC(=O)Nc1cc(-c2ccccc2)ccc1O` → influenza NS1A: -5%; M. tuberculosis HTS: 0%; inhibitors of VEEV: 1.1%; Salmonella PhoP GFP: 14%; tuberculosis growth: 19%
